D3 antag: blocks the human D3 dopamine receptor. D3R cells, DiscoveRx beta-arrestin luminescence, antagonist mode; hits give low values. max response, negative = inhibition, %. hit rate 2.5% among 360,000. AID 652054; in the data active = max response below about -50%; inconclusive = no clear call, values can overlap the other calls; also: % is scaled to controls: 0 for no effect and ±100 for the full control effect; mostly tested at two doses, the higher about 12 µM
Target sequence (P35462 whole entry, looked up): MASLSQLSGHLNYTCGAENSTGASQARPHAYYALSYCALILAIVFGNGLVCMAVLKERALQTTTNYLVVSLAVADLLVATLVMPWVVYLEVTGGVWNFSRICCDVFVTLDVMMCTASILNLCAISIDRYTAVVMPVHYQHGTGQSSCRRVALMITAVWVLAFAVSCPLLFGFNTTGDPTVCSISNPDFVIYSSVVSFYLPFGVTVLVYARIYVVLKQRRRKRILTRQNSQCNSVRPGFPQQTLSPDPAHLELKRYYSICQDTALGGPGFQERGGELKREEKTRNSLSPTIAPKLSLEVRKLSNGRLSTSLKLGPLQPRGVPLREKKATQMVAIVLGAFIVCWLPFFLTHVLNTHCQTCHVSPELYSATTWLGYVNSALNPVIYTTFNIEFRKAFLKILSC
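Cells expressing the human receptor were seeded at 1500 cells/well, incubated overnight at 37 degrees C in 5% CO2, then exposed to library compounds with dopamine controls for 90 minutes at 37 degrees C before luminescent detection.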
HT1080 IDH1KD tx: toxicity to HT-1080 IDH1 knockdown cells (counter line). HT-1080 IDH1 knockdown viability, ATP luminescence, 48 h. Potency, µM (titrated, usually from 46.1 µM), for the others: top-dose activity, negative = toxicity, hits mostly cytotoxic. hit rate 2% among 360,000;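 also: potency is read from the fitted curve at half-maximal effect; 0% = DMSO wells and -100% = cell-free medium wells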
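After a 2 h attachment period, IDH1KD HT-1080 cells took pin-transferred compound for 48 h at 37 °C; ATP-based luminescence after 10 min room-temperature reagent incubation reported viability.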
D3 ag: agonists of human D3 dopamine receptor. hit rate 0.58% among 410,000. AID 652048. D3R DiscoveRx beta-arrestin cells, luminescence, 90 min. P35462. max activation, %; in the data active = max activation above about 30%; also: 0% is about no effect; mostly tested at two doses, the higher about 12 µM
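Cells at 1500/well, incubated overnight, then treated with pinned compounds (dopamine as control) for 90 min at 37 degrees C. DiscoveRx reagent added for 30 - 60 minutes at room temperature; luminescence read.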
KB-V1 MDR tox: KB-V1 MDR subline cytotoxicity; Potency, µM (top dose mostly 46.1 µM), for the others: at the top dose activity change, negative = cytotoxicity, actives largely listed as cytotoxic; AID 1347076; hit rate 3.4% among 400,000; KB-V1 MDR cells viability, CellTiter-Glo, 72 h; also: potency is read from the fitted curve at half-maximal effect; % is scaled to controls: 0 for no effect and ±100 for the full control effect; nearly all actives have a fitted effect of over 60% in size
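In this primary screen, KB-V1 cells overexpressing P-gp are incubated with library compounds (lowest to highest concentration) for 72 h at 37 degrees C before a luminescent ATP viability read.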
SW480 rerep: induces DNA re-replication in SW480 colon adenocarcinoma cells; Potency, µM (titrated, usually from 46.1 µM), for inactives: at the highest dose re-replication activation, actives largely listed as activators; SW480 DNA re-replication, Hoechst DNA content imaging, 48 h; hit rate 1.8% among 340,000; AID 624297; also: potency is read from the fitted curve at half-maximal effect; % of control where 0% means no effect; nearly all actives have a fitted effect of over 55% in size
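Hoechst fluorescence of nuclei (405 nm excitation, 500-530 nm emission) measured by plate-scanning imager after 48 hr compound exposure at 37 C; re-replication scored as increased number of nuclei with elevated intensity.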
HT1080NT lethal: kills 2HG-producing HT-1080-NT fibrosarcoma cells | hit rate 1.6% among 360,000 | HT-1080-NT fibrosarcoma viability, CellTiter-Glo ATP luminescence, 48 h | AID 686970 | Potency, µM (titrated, usually from 46.1 µM), for inactives: top-dose activity, negative = less viability, most hits filed as cytotoxic;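 also: NT is the 2HG producing partner of a matched IDH1 knockdown line; potency is read from the fitted curve at half-maximal effect; 0% = DMSO-treated cells and -100% = media-only wells without cells; nearly all actives have a fitted effect of over 55% in size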
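Read-out is CellTiter-Glo luminescence after 10 minutes at room temperature, following 48 hours' compound treatment of HT-1080-NT cells (750 cells/well, RPMI, 5% FBS, 37 degrees C).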
GLP-1R agonist: GLP-1 receptor (human) agonism. hit rate 0.007% among 380,000. AID 624172. HEK293 GLP-1R CRE-luciferase, luminescence, 4-6 h; cells express a hypersensitive GLP-1R form. Potency, µM (top dose mostly 45.6 µM), without a hit: at the highest dose activation, hits mostly activators; also: potency is read from the fitted curve at half-maximal effect; % of control where 0% means no effect
Target sequence (P43220 whole entry, looked up): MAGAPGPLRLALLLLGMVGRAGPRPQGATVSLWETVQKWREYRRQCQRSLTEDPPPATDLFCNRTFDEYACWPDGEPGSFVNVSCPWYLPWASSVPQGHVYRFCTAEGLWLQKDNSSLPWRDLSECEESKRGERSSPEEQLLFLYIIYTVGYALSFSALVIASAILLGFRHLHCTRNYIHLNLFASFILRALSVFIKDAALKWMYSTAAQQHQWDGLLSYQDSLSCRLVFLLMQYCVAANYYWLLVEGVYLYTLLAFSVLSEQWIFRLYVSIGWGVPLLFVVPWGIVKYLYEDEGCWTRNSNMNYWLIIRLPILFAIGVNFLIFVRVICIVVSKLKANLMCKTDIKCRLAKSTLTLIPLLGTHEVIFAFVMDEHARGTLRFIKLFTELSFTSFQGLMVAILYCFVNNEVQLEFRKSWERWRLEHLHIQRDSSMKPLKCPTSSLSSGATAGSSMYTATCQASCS
KB-3-1 tox: KB-3-1 parental cell cytotoxicity; KB-3-1 viability, CellTiter-Glo ATP luminescence, 72 h; Potency, µM (series often up to 46.1 µM), inactives show at the top dose activity change, negative = cytotoxic, hits mostly cytotoxic; hit rate 1.4% among 400,000; AID 1347075; also: potency is read from the fitted curve at half-maximal effect; % is scaled to controls: 0 for no effect and ±100 for the full control effect; nearly all actives have a fitted effect of over 60% in size
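Parental KB-3-1 adenocarcinoma cells in phenol-red-free DMEM with 10% FBS were pin-treated with compounds at several concentrations, incubated 72 h at 37 °C, and viability read by CellTiter-Glo luminescence; concentration-effect curves were fitted after normalization.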
IL1B secr inh: blocks inflammasome-driven IL-1 beta release; THP-1 LPS/ATP IL-1B secretion, AlphaLISA, 16 h; hits give low values; activity change, % at 57.5 µM; hit rate 4.7% among 360,000; in the data active = activity change below about -50%; inconclusive = mostly about -30% to -49%; also: % is scaled to controls: 0 for no effect and ±100 for the full control effect
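Secreted IL-1B measured by AlphaLISA bead assay after 16 h compound exposure of THP-1 cells; compounds (final up to 57.5 uM) added 1 h before LPS (250 ng/mL) and ATP (1.25 mM) stimulation; lower signal means less secretion.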
* marks the source's active call; other numbers are inactive results; u = inconclusive; x = not tested or not shown; + = active, no number; [ ] = another dose, or the depositor's remark. Unless noted, calls follow the shape of the dose curve; as a rule, active = well fitted curve in the direction sought with a large enough effect; inconclusive = small, poorly fitted or top-dose-only effect, or another doubt; inactive = no such curve, though single readings can be large; an effect the other way counts as inactive or inconclusive. Compounds as they come; any-hit rate near 12%.

SMILES	D3 antag	HT1080 IDH1KD tx	D3 ag	KB-V1 MDR tox	SW480 rerep	HT1080NT lethal	GLP-1R agonist	KB-3-1 tox	IL1B secr inh
C=CCOC(=O)COc1ccc2c3c(c(=O)oc2c1)CCCC3	25	6%	3	14%	x	1%	u	3%	2
CCCSc1nnc2n(-c3ccccc3OC)c(=O)c3c4c(sc3n12)CCC4	8	-6%	6	0%	-7%	-1%	19%	-5%	u
COc1cc(C(CC(=O)N2CCCC2)c2c(OC)cc(OC)c3ccc(=O)oc23)cc(OC)c1OC (centres undefined)	11	-8%	-19	-17%	1%	-3%	12%	-14%	-6
COc1ccc(OC)c(S(=O)(=O)N2CCC(C(=O)N(C)Cc3ccccc3)CC2)c1	0	-10%	1	-9%	10%	-19%	20%	-2%	4
CCO[C@H]1OC(C(=O)O)=C[C@@H](C(C)(C)C)[C@@H]1CCCO	0	10%	1	-29%	-3%	18%	-5%	6%	2
COc1ccc(N2CCCC2)c(NC(=O)COc2ccccc2)c1	3	-8%	-8	-24%	0%	4%	u	-4%	31
CCC(=O)Oc1ccc(C(CC)C(CC)c2ccc(OC(=O)CC)cc2)cc1 (centres undefined)	0	3%	20	-25%	-29%	12%	-1%	0%	46
C=C(C)C(=O)N1CC2(CC(c3cccc(NC(=O)CC(c4ccccc4)c4ccccc4)c3)=NO2)C[C@H]1C(N)=O (some centres undefined)	-6	0%	-21	u	1%	-7%	-1%	0%	u
CC1CN(C(=S)SCCN2C(=O)CCC2=O)CC(C)O1 (centres undefined)	1	6%	3	u	-24%	-4%	4%	-1%	30
O=C(O)COc1ccc2nsnc2c1Cl	-22	-1%	-20	2%	-2%	5%	0%	-2%	5
COc1ccc(S(=O)(=O)N2CCCC(C(=O)NCc3ccccn3)C2)cc1 (centres undefined)	2	3%	4	1%	-9%	0%	-4%	-2%	18
COc1ccc(C(C)=O)cc1CC(=O)NC1CCCCCC1	-4	4%	-2	-23%	-8%	5%	11%	-1%	2
COc1ccc(/C=C/C(=O)NC(=S)NNC(=O)Cc2cccs2)cc1OC	-72*	-26%	1	-26%	15%	-20%	5%	-1%	59
COc1ccc(-c2ccnc(-c3ccc(OCCCF)cc3)n2)cc1	-27	-17%	9	u	u	-8%	-3%	u	3
Cc1nc2ccc(NC(=O)C3COc4ccccc4O3)cc2s1 (centres undefined)	3	15%	1	0%	11%	12%	6%	3%	0
CCc1ccc(N(CC(=O)NC2CCCCC2)S(=O)(=O)c2c(C)noc2C)cc1	-17	-1%	-2	-18%	-6%	0%	2%	7%	-2
COc1ccccc1Nc1nc(-c2c(C)nc3ncccn23)cs1	22	21µM*	7	7.3µM*	u	23µM*	12%	u	-99*
COc1ccccc1C1=NN(C2=NN=C(N)Cc3ncnn32)C(O)(C(F)(F)F)C1 (centres undefined)	0	-5%	-3	9%	56%	-3%	-5%	-1%	u
Cc1cc(CN2CCCC(CO)(Cc3cccc(Cl)c3)C2)n[nH]1 (centres undefined)	-3	0%	-18	-19%	0%	13%	6%	-1%	-6
COc1ccc(CN2CC(=O)N(c3ccc(C)cc3C)C2=S)cc1OC	11	-21%	6	u	0%	-4%	17%	-6%	-2
CCCCOC(=O)Cn1c(=O)n(CC(=O)OCCCC)c2cc(C)ccc21	22	10%[9.24 µM]	-5	-7%	-2%	1%	3%	6%	7
COc1ccc(C(=O)NCCNc2nc3cc(C)cc(C)c3cc2C#N)nc1	26	19%	7	-18%	x	21%	x	21%	-2
O=C(CNC(=O)c1ccccc1)OC(C(=O)O)c1ccc(F)cc1 (centres undefined)	-16	-1%	-4	10%	x	15%	-3%	19%	19
CC[C@H]1c2[nH]c3ccccc3c2C[C@@H]2C(=O)N(c3ccc(F)cc3)C(=O)N21	7	-10%	13	0%	-7%	-1%	-2%	-6%	10
Cc1cc(C)c(NC(=O)CSc2nnc(CNC(=O)c3ccco3)o2)c(C)c1	4	9%	2	-15%	-2%	24%	-2%	3%	-8
CC12CCC(=O)N1C(C(=O)Nc1nccs1)CS2 (centres undefined)	8	-1%	79*	5%	-299%[inhibitor]	3%	5%	-2%	38
N#Cc1cc(N2CCOCC2)nc2ccccc12	-2	-7%	-6	-3%	2%	-6%	0%	u	0
CCC1Nc2ncnc(N3CCN(c4ccccc4)CC3)c2N(Cc2ccc(Br)cc2)C1=O (centres undefined)	+	-3%	-88	-13%	u	-1%	0%	-6%	u
CCN(C(=O)CN1CCN(c2ccccc2F)CC1)c1c(N)n(Cc2ccccc2)c(=O)[nH]c1=O	-15	0%	-1	12%	-29%	18%	-2%	1%	-6
CCN(C[C@H]1N[C@@](Cc2ccccc2)(C(=O)OC)[C@H]2C(=O)N(Cc3ccccc3)C(=O)[C@@H]12)C(=O)COC	2	9%	2	-5%	0%	1%	4%	1%	11

Single records (already shown). Screens in order: D3 antag | HT1080 IDH1KD tx | D3 ag | KB-V1 MDR tox | SW480 rerep | HT1080NT lethal | GLP-1R agonist | KB-3-1 tox | IL1B secr inh
Entry for `O=C(CNC(=O)c1ccccc1)OC(C(=O)O)c1ccc(F)cc1` (centres undefined) = -16 | -1% | -4 | 10% | x | 15% | -3% | 19% | 19
Entry for `Cc1cc(C)c(NC(=O)CSc2nnc(CNC(=O)c3ccco3)o2)c(C)c1` = 4 | 9% | 2 | -15% | -2% | 24% | -2% | 3% | -8
Entry for `CCN(C(=O)CN1CCN(c2ccccc2F)CC1)c1c(N)n(Cc2ccccc2)c(=O)[nH]c1=O` = -15 | 0% | -1 | 12% | -29% | 18% | -2% | 1% | -6
Entry for `CC[C@H]1c2[nH]c3ccccc3c2C[C@@H]2C(=O)N(c3ccc(F)cc3)C(=O)N21` = 7 | -10% | 13 | 0% | -7% | -1% | -2% | -6% | 10

Next compounds follow.
SMILES	D3 antag	HT1080 IDH1KD tx	D3 ag	KB-V1 MDR tox	SW480 rerep	HT1080NT lethal	GLP-1R agonist	KB-3-1 tox	IL1B secr inh
Oc1ccc(N=Nc2n[nH]c(-c3ccc(Br)cc3)n2)cc1	-4	3%	-5	-17%	u	0%	-6%	9%	u
CC(=O)Nc1ccc(-c2ccnc3c2CC(C)(C(=O)Nc2cccc(Oc4ccccc4)c2)O3)cc1 (centres undefined)	-66*	u	-19	u	x	u	-2%	u	-22
CCOC(=O)N1CCC(=NNC(N)=O)C1	-29	-7%	-1	-2%	x	-8%	1%	-23%	2
CCc1nc2c(OCCC3CCCCC3)cccn2c1N(C)C(=O)c1ccc(OC)cc1	-111*	u	-26	u	x	u	-6%	u	-56*
Nc1nc2n(n1)C(c1ccccc1Cl)CC(c1ccc(F)cc1)N2 (centres undefined)	-20	-12%	-21	u	-2%	-4%	1%	3%	-4
Cc1ccc(/C=C/C(=O)Nc2nc3ccccc3[nH]2)cc1	u	11%	-2	-1%	2%	13%	2%	0%	-2
CC1(C(=O)Nc2cccc3cccnc23)CCN1C(=O)Cc1ccc(Cl)cc1Cl (centres undefined)	0	-18%	5	u	x	-15%	15%	0%	-22
C/C(=N\NC(=O)C1CC1)c1ccc(C)cc1C	7	14%	-9	-3%	-18%	6%	-4%	-25%	-6
O=C(O)C1C=CCC(C(=O)O)C1 (centres undefined)	23	6%	8	8%	x	5%	-4%	2%	-13
O=C(NCc1nc2ccccc2[nH]1)c1c(F)cccc1F	x	x	-7	-5%	x	x	u	19%	x
C#CCN(C[C@@H]1[C@@H](OC(=O)NC2CC2)[C@@H](OC(=O)NC2CC2)Cn2c(=O)n(CCCCCC)c(=O)n21)S(=O)(=O)c1ccc(C)cc1	5	-14%	-6	-16%	x	-19%	7%	-23%	-1
Cc1nnc(SCC(=O)N2CCN(Cc3ccccc3)CC2)s1	-13	-13%	-25	-5%	0%	-12%[9.24 µM]	3%	-12%	-3
COc1cccc(NC(=O)CNC(=O)c2ccc(OC)c(OC)c2)c1	-5	1%	-1	-4%	-2%	0%	11%	-1%	10
CC1=NN(c2ccccc2)C(=O)/C1=C\c1ccc(Oc2ccc([N+](=O)[O-])cc2[N+](=O)[O-])cc1	-13	10µM*	-1	6%	14%	21µM*	-2%	-28%	-29
CC1(C(=O)NS(=O)(=O)C2CC2)CCCN(C(=O)c2ccc(F)c(Cl)c2)C1 (centres undefined)	14	7%	5	3%	x	u	-2%	0%	16
Cc1cccc(NC2=NC3(CCCCC3)N=C(N)N2)c1C	14	0%	-6	-4%	-5%	1%	11%	-6%	-8
COc1ccccc1N1CCN(Cc2cc(OC)c3c(c2)OCO3)CC1	-91*	-13%	-25	-7%	-33%	-22%	-2%	-19%	20
O=C(NC1(C(F)(F)F)NC(=O)N(C2CCCC2)C1=O)C1CC1 (centres undefined)	-19	1%	2	10%	-9%	-3%	4%	-2%	-4
N#C/C(=C\c1ccc(-c2ccc(C(=O)O)cc2)o1)C(=O)NCC1CCCO1 (centres undefined)	-4	15%	-7	-15%	-7%	0%	0%	28%	-11
NC(=O)C1CCCN(C(=O)CCCNC(=O)c2ccc(Cl)cc2)C1 (centres undefined)	-3	22%	-7	10%	-3%	13%	11%	0%	12
Cc1ccc2[nH]c(=O)c(N3CCOCC3)c(-c3ccccc3)c2c1	30	-4%	33*	0%	-4%	18%	0%	-14%	2
COC(=O)c1sc2[nH]c(=S)n(N)c(=O)c2c1C	-1	15%	1	8%	-7%	5%	-11%	0%	6
CCOc1cc(/C=N\NC(=O)CC(=O)NCCc2ccccc2)ccc1O	13	4%	1	8%	0%	0%	7%	18%	77
O=C(NNC1CC(=O)N(c2ccc3c(c2)OCCO3)C1=O)c1ccc(Cl)cc1 (centres undefined)	20	7%	3	u	-5%	-2%	1%	-3%	16
CCC(C)(C(=O)NC1CCCC1)N(Cc1cccs1)C(=O)c1ccc2c(c1)OCO2 (centres undefined)	-21	-13%	-14	u	12%	-2%	6%	11%	-14
CCC(C)Sc1nc2c(cnn2-c2ccccc2)c(=O)[nH]1 (centres undefined)	0	1%	1	4%	-21%	1%	11%	-4%	14
